TSG101-PTAP inh = blocks PTAP/TSG101 interaction to inhibit HIV-1 budding | Potency, µM (titrated, usually from 115 µM), inactives show at the highest dose activity change, negative = inhibition, most hits filed as inhibitors | Q99816 | Fluorescence polarization, FITC-PTAP peptide / Tsg101 binding | 340,000 tested, under 10 active; active = well fitted inhibition curve with a large enough effect in the main read-out, with a control signal flat, not every such curve was filed as active; inconclusive = small, poorly fitted or top-dose-only effect, or effect the other way, or a change in a side signal; inactive = no such curve, though single readings can be large or run the other way; note: potency is the fitted concentration of half-maximal effect; % of control where 0% means no effect
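Fluorescence anisotropy tracks displacement of a FITC-tagged PTAP peptide (50 nM) from the Tsg101 binding domain (10 uM), following a 20 min room-temperature incubation at pH 7.5.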
GALK inh = blocks human galactokinase activity; Potency, µM (top dose mostly 57.5 µM), inactives show at the top dose activity change, negative = inhibition, usual class: inhibitors; P51570; Purified GALK, Kinase-Glo residual ATP luminescence; actives 0.007% (n = 270,000); note: potency is the fitted concentration of half-maximal effect; % is set by controls: 0 for no effect and ±100 for the full control effect
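Kinase-Glo Plus luminescence measured ATP left after a 1 h room-temperature reaction. The reaction used 5 nM GALK, 100 uM galactose and 35 uM ATP at pH 8.0 (20 mM HEPES, 5 mM MgCl2, 60 mM NaCl, 1 mM DTT, 0.01% BSA).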
Menin-MLL TR inh = menin-MLL binding inhibition, Texas Red mutant peptide. Menin + Texas Red MLL mutant peptide, fluorescence polarization. Potency, µM (titrated, usually from 61.6 µM), for inactives: at the highest dose FP activity change, negative = inhibition, usual class: inhibitors. actives 0.23% (n = 270,000). AID 1768; active = well fitted inhibition curve with a large enough effect in the polarisation, with a control signal flat, not every such curve was filed as active; inconclusive = small, poorly fitted or top-dose-only effect, or effect the other way, or a change in a side signal; inactive = no such curve, though single readings can be large or run the other way; the % refers to the polarisation; note: potency is the fitted concentration of half-maximal effect; % of control where 0% means no effect; many of its hits are not listed in these tables
Integrin act MD = activators of alpha7 integrin expression for muscular dystrophy; alpha7betagal myoblasts, beta-gal FDG fluorescence, 48 h; Potency, µM (highest dose often 38.3 µM), for inactives: top-dose activation, hits mostly activators; actives 0.064% (n = 350,000);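 note: potency is the fitted concentration of half-maximal effect; 100% = response of the positive control SU9516; nearly all actives have a fitted effect of over 60% in size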
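Alpha7betagal+/- myoblasts (passage 13) were plated 16-24 hr, then exposed to compounds (1:260 dilution of DMSO stock) for 48 hours at 37C. After MPER lysis, β-galactosidase reporter activity was read as FDG fluorescence (ex 480/em 540) after 30 minutes.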
FBPA coupling cs = coupling enzyme interference in Giardia aldolase counter-screen | coupling enzyme system counterscreen, AmpLite Red fluorescence | activity change, negative = inhibition, % at 58.2 µM, hits read low | actives 0.67% (n = 290,000); in the data active = activity change below about -30%; note: % is set by controls: 0 for no effect and ±100 for the full control effect
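Compounds tested against the coupling enzymes alone at 57.5 uM final; readout was AmpLite Red fluorescence (525/598 nm) after 20 min at RT.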
PKM2 act = increases activity of human pyruvate kinase M2; Potency, µM (doses to about 57.5 µM), inactives show top-dose activation, most hits filed as activators; P14618; purified PKM2, Kinase-Glo ATP luminescence, activation; response scale: 0% is enzyme alone, no compound; actives 0.34% (n = 260,000); AID 1631; note: potency is the fitted concentration of half-maximal effect; % is set by controls: 0 for no effect and ±100 for the full control effect; nearly all actives have a fitted effect of over 55% in size
Target sequence (P14618 whole entry, looked up): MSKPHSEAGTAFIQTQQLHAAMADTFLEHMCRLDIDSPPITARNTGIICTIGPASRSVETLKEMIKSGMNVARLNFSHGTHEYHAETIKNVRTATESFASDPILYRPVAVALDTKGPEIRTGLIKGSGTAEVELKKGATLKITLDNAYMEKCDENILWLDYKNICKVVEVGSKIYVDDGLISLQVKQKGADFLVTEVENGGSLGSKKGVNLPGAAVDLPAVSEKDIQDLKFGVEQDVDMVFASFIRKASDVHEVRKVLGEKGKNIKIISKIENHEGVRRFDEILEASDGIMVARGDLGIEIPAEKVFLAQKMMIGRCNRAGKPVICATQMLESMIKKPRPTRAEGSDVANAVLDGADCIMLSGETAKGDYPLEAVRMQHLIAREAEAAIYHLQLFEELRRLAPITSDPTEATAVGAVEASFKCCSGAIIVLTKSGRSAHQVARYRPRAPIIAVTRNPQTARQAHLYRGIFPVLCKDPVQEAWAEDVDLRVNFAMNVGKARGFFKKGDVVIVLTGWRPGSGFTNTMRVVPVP
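hPK-M2, >95% pure; 0.1 mM ADP / 0.5 mM PEP final; imidazole pH7.2 buffer w/ 7 mM MgCl2, 50 mM KCl; 1 h RT; Kinase-Glo lum. Intermediate enzyme activity for dual inhibitor/activator qHTS.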
Giardia kill = Giardia lamblia killing; Giardia lamblia trophozoite viability; activity change, % at 7.66 µM, hits read low; actives 0.15% (n = 340,000); AID 540267; in the data active = activity change below about -80%; inconclusive = between about -30% and that limit;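 note: parasites exposed to compound for two days anaerobically before the ATP read; % is set by controls: 0 for no effect and ±100 for the full control effect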
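Compounds were tested on trophozoites seeded at 100 cells/well and held 48 hrs at 37 deg C anaerobically. An ATP-based luminescent kit measured the remaining live cells.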
BCR signal inh = blocks chronic active B-cell receptor signaling. ABC-DLBCL IkBa-CBG/CBR reporter, luminescence ratio, 4 h. Potency, µM (titrated, usually from 46.1 µM), inactives show top-dose ratio change, negative = lower green/red ratio, most hits filed as inhibitors. actives 0.05% (n = 340,000). AID 493014; active = well fitted inhibition curve with a large enough effect in the signal ratio, with a control signal flat, not every such curve was filed as active; inconclusive = small, poorly fitted or top-dose-only effect, or effect the other way, or a change in a side signal; the % refers to the signal ratio;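 note: potency is the fitted concentration of half-maximal effect; plate controls were basal doxycycline-induced cells for no effect and cells given 10 µM MG132 for full effect; MG132 reads +100%, hits lower the ratio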
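Concentration-response series (up to 46 uM) were applied to TMD8 dual-reporter cells for 4 h at 37C with doxycycline. Green/red ratio, after filter-overlap correction, defined %Activity; red signal alone was normalised to basal cells and zero luminescence.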
Tb PFK block = blocks T. brucei phosphofructokinase; O15648; T. brucei PFK, ADP-Glo luminescence; Potency, µM (doses to about 57.5 µM), for the others: top-dose activity, negative = inhibition, most hits filed as inhibitors; actives 0.17% (n = 330,000); AID 485367;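 note: potency is the fitted concentration of half-maximal effect; 0% = uninhibited 1x PFK enzyme wells and -100% = no-enzyme wells; nearly all actives have a fitted effect of over 60% in size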
Target sequence (O15648 whole entry, looked up): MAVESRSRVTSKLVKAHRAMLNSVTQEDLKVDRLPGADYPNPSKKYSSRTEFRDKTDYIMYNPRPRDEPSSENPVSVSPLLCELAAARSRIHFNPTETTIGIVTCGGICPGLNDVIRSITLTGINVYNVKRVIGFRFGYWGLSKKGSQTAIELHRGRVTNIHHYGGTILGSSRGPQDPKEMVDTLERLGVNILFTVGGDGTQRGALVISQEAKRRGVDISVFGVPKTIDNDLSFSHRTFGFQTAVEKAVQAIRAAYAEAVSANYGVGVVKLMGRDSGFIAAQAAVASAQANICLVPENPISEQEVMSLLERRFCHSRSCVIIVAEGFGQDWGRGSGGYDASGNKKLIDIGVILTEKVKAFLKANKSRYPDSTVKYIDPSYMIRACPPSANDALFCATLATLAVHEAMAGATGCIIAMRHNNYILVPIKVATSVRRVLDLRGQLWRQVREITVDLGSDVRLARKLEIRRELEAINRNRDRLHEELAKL
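Activity is normalized to no-enzyme wells (full inhibition) and 1.25 nM enzyme wells (no inhibition). Reaction: 0.5 mM F6P, 0.1 mM ATP, 45 min RT, ADP-Glo luminescence; concentration-response curves fitted and classed by quality.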
B2AR arrestin = agonists driving beta-arrestin recruitment to human beta2-adrenergic receptor; P07550; beta-arrestin recruitment to beta2AR, cell-based reporter; Potency, µM (series often up to 46.1 µM), for inactives: at the top dose activation, usual class: activators; actives 0.02% (n = 330,000);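 note: potency is the fitted concentration of half-maximal effect; 0% = DMSO controls and full agonism = EC100 isoproterenol or metaproterenol; nearly all actives have a fitted effect of over 65% in size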
S-ASM inh = blocks human secretory acid sphingomyelinase. AID 504937. placental ASM, HMU-PC fluorogenic substrate, 60 min. Potency, µM (doses to about 57.5 µM), for the others: top-dose activity change, negative = inhibition, most hits filed as inhibitors. actives 0.006% (n = 340,000); note: potency is the fitted concentration of half-maximal effect
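Fluorescence read-out (Ex 386 nm, Em 447 nm) after stopping the reaction at pH 10. Enzyme: ASM from human placenta; substrate HMU-PC0, 9 uM final; 60 min, 37 °C. Compound preincubation 10 min, ambient temperature.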
Active calls of the source: *; ? = inconclusive; . = not tested or not shown; [ ] = remark or other dose. Unless noted, calls come from the whole dose curve; as a rule, active = well fitted curve in the direction sought with a large enough effect; inconclusive = small, poorly fitted or top-dose-only effect, or another doubt; inactive = no such curve, though single readings can be large; an effect the other way counts as inactive or inconclusive.

SMILES	TSG101-PTAP inh	GALK inh	Menin-MLL TR inh	Integrin act MD	FBPA coupling cs	PKM2 act	Giardia kill	BCR signal inh	Tb PFK block	B2AR arrestin	S-ASM inh
COc1ccccc1OCCOc1ccccc1/C=N/n1cnnc1	0.8%	-0.1%	-12.3%	-8.5%	4.5	-0.7%	21.0	?	-12.8%	-0.3%	0.7%
O=C(NCCCN1CCOCC1)c1ccc2c(c1)N(Cc1ccccc1)CCS2	-3.4%	3.7%	.	0.0%	0.9	-8.1%	0.5	-0.2%	-2.7%	-0.4%	357.0%[activator]
O=C(NCC1CCCO1)C1CCN(S(=O)(=O)c2ccc(Br)cc2)CC1 (stereo not given)	-2.1%	-8.5%	.	3.5%	.	1.3%	8.6	6.3%	13.8%	-0.4%	0.9%
CCn1c2ccccc2c2cc(NC(=O)C(C)C)ccc21	-1.8%	2.1%	29.4%	-3.8%	-1.6	1.4%	-0.5	?	0.5%	-1.0%	-2.4%
CCN(c1ccccc1)S(=O)(=O)c1ccc(C(=O)NCCCN2CCOCC2)cc1	-1.8%	.	.	4.8%	.	.	13.5	2.7%	0.0%	0.0%	-0.9%
O=Cc1ccc2oc3nc4n(c(=O)c3c(=O)c2c1)CCCS4	-3.9%	-0.1%	-15.4%	-10.9%	-0.1	-2.3%	-5.3	16.2%	?	0.4%	-1.1%
CC(=O)N1c2ccc(S(=O)(=O)N3CCCC3)cc2CC1C(=O)NCc1cccc(F)c1 (stereo not given)	-1.1%	-6.3%	.	-14.0%	.	.	-24.4	8.8%	0.2%	0.0%	1.8%
Cc1noc(C)c1NC(=O)Nc1ccc2c(c1)C(=O)N([C@H](C)CO)C[C@H](C)[C@@H](CN(C)C(=O)Nc1ccccc1)O2	-1.3%	.	.	0.0%	.	.	-1.1	0.4%	4.3%	-0.4%	22.9%
Cc1ccc(C)c(S(=O)(=O)/N=C2\C=C(NS(=O)(=O)c3ccccc3)C(=O)c3ccccc32)c1	-7.5%	-3.0%	.	10.1%	-50.2*	.	-11.9	?	0.1%	-0.4%	-3.9%
CCCCN(C)CCNC(=O)c1cn(C)c(=O)c2c1c1ccccc1n2C	2.9%	3.7%	-7.6%	21.5%	-3.5	.	10.4	-2.4%	-2.9%	0.0%	10.0%
O=C(Nc1ccccc1C(=O)O)c1ccc2ccccc2n1	-4.6%	-2.3%	?	20.9%	-39.6*	-22.2%	-14.0	?	16.3%	-0.1%	3.4%
COc1cc(S(=O)(=O)N(Cc2cccnc2)Cc2ccco2)ccc1-n1cnnn1	-15.2%	5.0%	-7.8%	-9.9%	4.3	17.6%	6.2	-0.4%	0.9%	-0.3%	2.7%
COc1ccc(-c2ccc(NS(=O)(=O)c3cc([N+](=O)[O-])c(C)c([N+](=O)[O-])c3)cc2)nn1	-9.8%	-2.4%	?	-10.8%	1.4	.	-1.5	12.6%	0.8%	0.1%	-14.2%
CC1=C(C#N)C(C(F)(F)F)(C(F)(F)F)N=C(c2ccco2)N1	-6.9%	-0.6%	6.3%	-20.9%	0.6	0.0%	-5.3	2.6%	1.3%	0.0%	9.7%
CCCCC(SCC(=O)Nc1ccccc1)C(=O)O (stereo not given)	-1.7%	-1.8%	-2.8%	-1.5%	5.0	-1.0%	5.8	0.5%	10.0%	-0.4%	-0.8%
NC1=NC(=O)/C(=C\c2ccc(O)c([N+](=O)[O-])c2)S1	-4.5%	1.9%	?	0.0%	0.4	-37.4%	51.2[activator]	0.3%	2.9%	0.1%	-2.5%
Cn1c(=O)c2c(nc(NCCO)n2CCCc2ccccc2)n(C)c1=O	-0.1%	-4.5%	?	-17.7%	-1.8	0.0%	7.3	0.0%	1.6%	-0.2%	-2.8%
CCCCN(C(=O)CCSc1ccc(F)cc1)c1c(N)n(Cc2ccccc2)c(=O)[nH]c1=O	0.6%	.	.	10.0%	.	.	5.8	-6.9%	-2.6%	0.4%	-0.3%
CC(=O)Nc1ccc(N(CC(=O)NCC2CCCO2)C(=O)CCC(=O)Nc2cc(C)on2)cc1 (stereo not given)	0.4%	1.0%	-4.5%	23.0%	-0.2	.	-0.8	?	-2.8%	0.1%	-1.9%
CCOC(=O)C1CCN(C(=O)/C=C/c2cc(OC)c(OC)c(OC)c2)CC1	-1.9%	1.1%	4.2%	6.4%	1.6	0.5%	7.2	?	-6.2%	-0.5%	5.6%
COc1ccc(C2CC(c3cccs3)=NN2C(=O)CCC(=O)O)cc1 (stereo not given)	-5.2%	-2.1%	-23.9%	13.6%	10.5	20.8%	15.4	6.8%	2.2%	0.1%	1.7%
O=C(CCn1c2c(c3ccccc31)CCCC2)NNC(=O)c1ccc(Cl)c([N+](=O)[O-])c1	-0.5%	0.8%	?	-33.7%	1.5	6.2%	-3.1	6.6%	-0.4%	-0.6%	-8.7%
O=C(OC1CCCCC1=O)c1cc(S(=O)(=O)N2CCOCC2)ccc1F (stereo not given)	-4.6%	3.4%	.	-11.7%	.	-13.3%	0.2	-4.7%	2.6%	0.1%	4.0%
CC(=O)Nc1ccc(S(=O)(=O)N2CCC(NC(=O)C(Cc3cccn3C)NC(C)=O)CC2)cc1 (stereo not given)	-9.5%	-0.6%	-10.6%	5.5%	-0.5	-5.4%	-15.1	2.1%	3.7%	-0.1%	-0.9%
O=[N+]([O-])c1ccc(N2CCN(C(=S)Nc3cccc(F)c3)CC2)cc1	-3.0%	7.9%	?	-51.3%[inhibitor]	-2.1	5.2%	-16.9	?	-0.8%	-0.2%	-11.5%
COc1cccc(/C=C2/C(=O)NN(c3ccc(Br)cc3)C2=O)c1O	-2.7%	0.1%	?	?	-16.7	1.5%	2.4	-13.6%	-0.3%	-0.6%	-7.0%
CCC(=O)Nc1sc(Cc2ccccc2)c(C)c1C(N)=O	-1.4%	2.8%	26.3%	-37.7%	4.0	-2.3%	6.4	?	-7.8%	0.6%	0.8%
COc1ccc(S(=O)(=O)Nc2cccc3c2O[C@H](CN(C)S(=O)(=O)c2ccc(Cl)cc2)[C@H](C)CN([C@H](C)CO)C3=O)cc1	-0.2%	.	.	6.7%	.	.	7.8	-0.8%	-0.7%	0.1%	-7.4%
CCN1CCCC1CNC(=O)CSc1cc(=O)n(C)c2cc(Cl)ccc12 (stereo not given)	2.9%	1.0%	-19.0%	-34.3%	3.8	8.5%	6.5	-8.1%	-3.5%	0.2%	-3.2%
CO/N=C/NC(=O)c1ccc([N+](=O)[O-])c(CS(=O)(=O)c2ccc(Cl)cc2)c1	0.3%	-1.3%	14.2%	-41.1%	-2.4	-1.5%	-1.4	-0.2%	-3.6%	0.3%	-1.2%
COc1cccc(CCNC(=O)CC2C(=O)NCCN2Cc2ccc(C)o2)c1 (stereo not given)	-6.6%	-4.4%	.	-27.4%	.	.	-8.3	0.5%	4.8%	-0.3%	7.7%
O=C(c1cccc2ccccc12)N1CCN(CC2CC=CCC2)CC1 (stereo not given)	1.7%	2.5%	-16.9%	-12.6%	1.9	1.9%	-3.2	0.8%	25.4%	0.0%	2.9%
COc1ccc(OC)c(/C=C/C(=O)OCC(=O)NC2CCCCCCC2)c1	-2.5%	.	.	?	.	.	?	8.2%	-0.9%	-0.2%	347.5%[activator]
C1CCC(OCCN2CCN(CCOC3CCCCC3)CC2)CC1	-6.2%	-2.5%	-5.2%	-27.2%	-0.6	-4.4%	-2.9	-1.2%	-3.4%	0.3%	0.8%
COC(=O)c1c(NC(=O)CC2SC(N)=NC2=O)sc2c1CCC(C)C2 (stereo not given)	-4.2%	0.2%	-9.2%	7.1%	0.8	21.6%	12.0	2.2%	8.5%	-0.7%	-1.5%
Cc1cc(NC(=O)CCC2CCCC2)no1	-2.3%	-1.3%	10.3%	-17.0%	1.0	-0.4%	13.1	?	-12.4%	0.0%	3.6%
Cc1ccc(OCC(O)CN2CCN(CCO)CC2)c(C)c1 (stereo not given)	-4.5%	-2.3%	3.9%	-22.7%	0.5	2.3%	-4.3	1.5%	-2.9%	0.0%	6.1%
CC(NC(=O)c1ccccc1)C(=O)OCC(=O)c1ccc(Br)cc1 (stereo not given)	-0.1%	.	-22.1%	-4.5%	7.7	3.9%	2.7	-0.2%	-4.8%	-0.2%	-2.0%

A portion of the library; the hit share may differ from the screen's.
